Screening results as filed in PubChem.
influenza NS1A = H1N1 influenza NS1A inhibitors, functional cell based assay (AID 504329). hit rate 0.3% among 340,000. NS1A functional cell-based assay, percent inhibition; higher % means a stronger effect. inhibition, % at 12.5 µM; hits with a dose series show IC50 in µM; in the data active = a potency from the dose series; inconclusive = inhibition above about 27% without an active follow-up result; also: strong numbers were not always called active
tuberculosis growth = growth inhibition of non-replicating M. tuberculosis (AID 488890); Mycobacterium tuberculosis non-replicating, growth inhibition; higher % means a stronger effect; inhibition, % at 25 µM; hits with a dose series show IC50 in µM; hit rate 0.39% among 320,000; in the data active = a potency from the dose series; inconclusive = inhibition mostly from about 82% at the one dose, without a potency; inactive = the rest, 99 in 100 with inhibition below about 76%;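 also: plate controls were DMSO cells for no effect and high antibiotic wells for full effect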
H37Rv inhibition = M. tuberculosis growth inhibition, HTS (AID 449762); M. tuberculosis H37Rv growth inhibition, 7H9 media; higher % means a stronger effect; hit rate 0.59% among 330,000; inhibition, % at 25 µM, or IC50 in µM where a hit was titrated; in the data active = a potency from the dose series; inconclusive = inhibition above about 70% without an active follow-up result;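 also: bacterial growth assessed after seven days of incubation; strong numbers were not always called active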
PhoP GFP inhibition = PhoP regulon inhibitors, Salmonella typhi PhoP promoter GFP reporter, confirmatory (AID 1850) | Salmonella Typhi PhoP-promoter GFP reporter, fluorescence, 4 h; higher % means a stronger effect | one-dose inhibition, % at 50 µM; IC50 in µM for titrated hits | hit rate 0.33% among 310,000; in the data active = a potency from the dose series; inconclusive = inhibition mostly from about 25% at the one dose, without a potency; inactive = the rest, 99 in 100 with inhibition below about 19%;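 also: 0% = induced wells with vehicle and 100% = uninduced wells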
inhibitors of VEEV = inhibitors of VEEV TC-83 cytopathic effect, confirmation, Vero cells (AID 588727) | hit rate 0.13% among 350,000 | Vero cells, VEEV TC-83 cytopathic effect inhibition; higher % means a stronger effect | inhibition, % at 20 µM; hits with a dose series show IC50 in µM; in the data active = a potency from the dose series; inconclusive = inhibition mostly from about 14% at the one dose, without a potency; inactive = the rest, 99 in 100 with inhibition below about 12%; also: strong numbers were not always called active
inhibitors of VEEV 10K pilot screen = also measured in inhibitors of VEEV; calls as there; inhibition, %; measured here: 10K pilot screen inhibition
The depositor's hits bear a star; i = inactive; ? = inconclusive; . = not tested or not shown; & = joins results of further samples. No enrichment for hits. About 1.6% of those tested had a hit in this group.

SMILES | influenza NS1A | tuberculosis growth | H37Rv inhibition | PhoP GFP inhibition | inhibitors of VEEV | others
Cc1ccc(NC(=O)COC(=O)CNC(=O)c2cccs2)cc1S(=O)(=O)N1CCOCC1 | -14.0% | . | . | . | i
CN(C(=O)c1ccco1)c1nnc(C23CC4CC(CC(C4)C2)C3)s1 | 2.1% | 70.2% | 1.2% | -6.7% | 6.4%
CC1(C)CC(=O)C=C(NC2CCCCCC2)C1 | 8.4% | -12.4% | 13.4% | -12.4% | 0.3%
O=C(CSc1ncccn1)N1CCCC1 | 10.6% | -5.7% | -8.1% | 6.2% | 0.3%
CC(C(=O)Nc1ccc(C#N)cc1)N(C)CC(=O)N(C)c1c(N)n(Cc2ccccc2)c(=O)[nH]c1=O (stereo unspecified) | 2.4% | 12.4% | 0.8% | . | 0.7%
COc1ccc(-c2nc(N)n(C(=O)Cc3ccccc3)n2)cc1 | 0.2% | 2.1% | 7.2% | -3.5% | 0.1%
COc1cc2c(cc1OC)CC(C(=O)NCc1ccccc1)NC2 (stereo unspecified) | -7.3% | -13.0% | -3.8% | 0.9% | 3.3%
CC(OC(=O)CCCN=C1NS(=O)(=O)c2ccccc21)C(=O)Nc1ccccc1[N+](=O)[O-] (stereo unspecified) | 1.9% | -1.2% | -0.2% | -3.5% | 0.9%
COc1ccc(C(=O)Nc2cccc3c2CCCC3)cc1OC | -4.0% | 8.7% | 11.7% | -3.1% | 1.8%
CCOc1ccc(N2CC(NC(=O)c3cccc4ccccc34)CC2=O)cc1 (stereo unspecified) | -14.5% | -7.4% | 9.3% | 0.1% | 1.8%
COc1ccc(-c2cc(C(=O)N3CCN(S(=O)(=O)c4ccccc4)CC3)[nH]n2)cc1 | 4.3% | 3.5% | -9.1% | -9.9% | 0.2%
CC(C)c1nnc(NC(=O)CCC(=O)NCc2cccs2)s1 | -8.3% | 1.1% | 9.0% | -7.4% | 4.6%
CCC(C)NS(=O)(=O)c1ccc(S(=O)(=O)N(CC(=O)Nc2ccccc2)Cc2ccco2)cc1 (stereo unspecified) | -4.7% | 15.0% | -6.3% | -9.6% | i
FC(F)(F)c1cccc(CNc2ncccc2-c2nc3cc(Cl)ccc3o2)c1 | -21.2% | 5.4% | -2.5% | -7.8% | 2.5%
CC(=O)Nc1ccc(C(=O)OCC(=O)N2CCC(Cc3ccccc3)CC2)cc1 | 0.7% | 66.5% | 17.7% | . | 0.5%
NS(=O)(=O)c1ccc(NC(=S)NC(=O)/C=C/c2ccco2)cc1 | -2.4% | 12.2% | 1.4% | -1.9% | i
CN=C1c2cc3cc(OC)ccc3n2CCN1Cc1ccccc1 | 3.4% | . | . | . | 8.5%
Cc1ccc(NC(=O)CN(C)C(=O)COC(=O)c2ccc(NC(=O)CC#N)cc2)cc1 | 2.2% | 17.7% | 0.6% | . | i
CCC/C(C#Cc1ccc(N(C)C)cc1)=C1/c2ccccc2C(=O)N1c1ccccc1 | -3.3% | 18.1% | 13.6% | . | 0.3%
CN(C(=O)c1cc2ccccc2o1)c1c(N)n(Cc2ccccc2)c(=O)[nH]c1=O | 7.0% | 16.4% | -1.7% | . | 2.1%
NS(=O)(=O)c1cccc(NC(=O)Cn2cc(C(F)(F)F)cc(Cl)c2=O)c1 | 7.1% | 6.2% | -3.2% | -2.1% | 0.1%
Cc1ccc(Cn2nc(C)c(NC(=O)CSc3n[nH]c(C)c3[N+](=O)[O-])c2C)cc1 | 31.8% | -20.0% | -3.1% | -14.7% | 0.7%
COC(=O)c1cc(C)ccc1/C=C1/Cc2c(C)cc(C)cc2C1=O | 10.2% | . | . | . | 4.1%
O=C(Nc1ccccc1)/C(=C\c1ccncc1)NC(=O)c1ccccc1 | -4.1% | -20.5% | -3.6% | -0.4% | 2.7% | inhibitors of VEEV 10K pilot screen=1.7
CN(C)N1C(=O)CC(N2CCCC2)C1=O (stereo unspecified) | 3.5% | -2.1% | 3.7% | -9.0% | i
Brc1ccccc1-c1ccccc1 | -4.8% | -0.7% | -0.2% | . | i
COc1ccccc1Oc1nc([N+](=O)[O-])nn1CC(N)=O | -1.7% | 4.6% | -5.2% | 11.7% | i
CCOCCc1nnc(NC(=O)c2cc(OC)c(OC)cc2[N+](=O)[O-])s1 | -5.1% | 7.5% | 3.1% | 11.5% | i
CCCCCn1c(=O)[nH]c2cc(C(=O)NCc3ccc4c(c3)OCO4)ccc2c1=O | 0.3% | -0.5% | -1.6% | -6.1% | 0.8%
Cc1cccc(OCC(=O)N(Cc2ccc(C)o2)C2CCS(=O)(=O)C2)c1 (stereo unspecified) | -4.9% | -1.6% | 9.5% | -7.2% | i
CCOC(=O)CN(c1ccccn1)S(=O)(=O)c1ccc(OC)cc1 | -13.6% | -0.6% | 7.7% | 2.4% | i
CCc1ccccc1-n1cnc2cc(C(=O)O)ccc21 | 5.1% | 2.7% | 0.6% | 8.2% | 0.4%
CN(CC(=O)NC(c1ccccc1)c1ccccc1)Cc1nc2ccccc2c(=O)[nH]1 | -24.4% | 49.5% | 4.8% | 5.9% | 6.3%
O=C(Cn1c(=O)c2cccn2c2ccccc21)NCCc1ccccc1 | 5.5% | 6.8% | 7.9% | -12.0% | 0.7%
COc1ccc2cnn(-c3ccccc3)c(=O)c2c1OC | 14.5% | . | -9.7% | -9.5% | 0.8%
Nc1nc2cc3ccccc3cc2[nH]c1=O | -0.3% | 37.9% | 26.5% | -8.3% | 2.0%

Structural class: those above containing a nitro group on carbon (4)
SMILES | influenza NS1A | tuberculosis growth | H37Rv inhibition | PhoP GFP inhibition | inhibitors of VEEV | others
CC(OC(=O)CCCN=C1NS(=O)(=O)c2ccccc21)C(=O)Nc1ccccc1[N+](=O)[O-] (stereo unspecified) | 1.9% | -1.2% | -0.2% | -3.5% | 0.9%
Cc1ccc(Cn2nc(C)c(NC(=O)CSc3n[nH]c(C)c3[N+](=O)[O-])c2C)cc1 | 31.8% | -20.0% | -3.1% | -14.7% | 0.7%
COc1ccccc1Oc1nc([N+](=O)[O-])nn1CC(N)=O | -1.7% | 4.6% | -5.2% | 11.7% | i
CCOCCc1nnc(NC(=O)c2cc(OC)c(OC)cc2[N+](=O)[O-])s1 | -5.1% | 7.5% | 3.1% | 11.5% | i

Molecules from the list above that have fluorine:
SMILES | influenza NS1A | tuberculosis growth | H37Rv inhibition | PhoP GFP inhibition | inhibitors of VEEV | others
FC(F)(F)c1cccc(CNc2ncccc2-c2nc3cc(Cl)ccc3o2)c1 | -21.2% | 5.4% | -2.5% | -7.8% | 2.5%
NS(=O)(=O)c1cccc(NC(=O)Cn2cc(C(F)(F)F)cc(Cl)c2=O)c1 | 7.1% | 6.2% | -3.2% | -2.1% | 0.1%

Continuation.
SMILES | influenza NS1A | tuberculosis growth | H37Rv inhibition | PhoP GFP inhibition | inhibitors of VEEV | others
Cc1nc(CCNC(=O)C2CCC(=O)N(CCc3cccc(F)c3)C2)sc1C (stereo unspecified) | -1.3% | 5.3% | 2.0% | -8.7% | i
CC(C)c1nc(N2CCN(C(=O)c3ccco3)CC2)c(C#N)c2c1COC(C)(C)C2 | -7.4% | 27.8% | 2.9% | -5.6% | 10.0%
Cc1ccc2oc(=O)c3cnn(CC(=O)NCCc4ccsc4)c3c2c1 | 4.8% | 4.2% | -9.0% | 3.8% | 0.1%
COc1cccc(CN(C(=O)COc2ccccc2[N+](=O)[O-])C2CCS(=O)(=O)C2)c1 (stereo unspecified) | 8.3% | 6.2% | 8.8% | -1.4% | 0.5%
COc1ccc(C(=O)NCc2ccc(S(N)(=O)=O)cc2)cc1[N+](=O)[O-] | 13.1% | -4.7% | -6.2% | -7.9% | 0.4%
COc1ccccc1OC(C)C(=O)Nc1ccc(S(=O)(=O)Nc2nccs2)cc1 (stereo unspecified) | -1.8% | 11.4% | -1.0% | -9.4% | 1.6%
CCOC(=O)c1c(C)[nH]c(C(=O)OCC(=O)Nc2cc(C)c(Cl)cc2OC)c1C | -6.5% | -11.5% | 6.0% | -4.5% | 3.4%
COc1cc2cc(Oc3ccc4ccc(=O)oc4c3)c(=O)oc2cc1OC(C)=O | 5.1% | -6.6% | -9.6% | 13.3% | 7.2%
CSc1ccc(C(=O)N2CCC(CCC(=O)NCc3ccc(F)cc3)CC2)cc1 | 6.5% | . | . | . | 2.0%
Cc1ccc(-c2cc(C(F)F)nc(N3CCOCC3)n2)cc1 | -17.4% | 17.6% | 10.3% | -8.2% | 1.9%
Cc1ccnc(NC(NC(=O)C(C)C)(C(F)(F)F)C(F)(F)F)c1 | 1.0% | 1.5% | 0.0% | -3.3% | i
CCOc1ccc(CCNS(=O)(=O)c2cc3c(cc2C)NC(=O)CO3)cc1OCC | 2.7% | . | -7.3% | 3.3% | 0.8% | inhibitors of VEEV 10K pilot screen=0.0
O=C1C=C(c2ccc3ccccc3c2)C[C@@H](c2ccc(F)cc2)C1 | 8.0% | 19.7% | 38.6% | . | ?
O=C(COC(=O)COc1ccc(Cl)cc1)NCc1cccs1 | -9.8% | 18.8% | 1.6% | 0.7% | 0.6%
CCOC(=O)N1CCC(N2C(=O)c3ccccc3C2Nc2cccnc2)CC1 (stereo unspecified) | 8.1% | 7.0% | 1.2% | 5.8% | 0.9%
Cc1ccccc1-c1nc(-c2ccc(NC(=O)c3cccs3)cc2)no1 | 3.8% | 47.9% | 6.5% | 17.7% | 3.4%
CCOC(=O)N1CCN(CC(=O)Nc2c(C(=O)OC)[nH]c3cccc(Cl)c23)CC1 | 5.2% | 15.1% | -16.0% | -8.2% | 3.1%
CCOC(=O)C1(Cc2cccc(OC)c2)CCCN(C(=O)c2ccccc2C)C1 (stereo unspecified) | 0.3% | -1.3% | 0.7% | 5.9% | i
Cn1cc(/C=C/c2cc[n+](C)cc2)c2cc(F)ccc21 | 15.2% | 64.7% | 0.8% | -8.8% | 1.1%
COc1ccc(/C=C/C(=O)C(C)(C)C)cc1OC | -20.9% | 21.8% | 2.1% | 9.3% | 1.0%
COc1ccc([N+](=O)[O-])cc1COc1ccc2c(-c3ccccc3)cc(=O)oc2c1 | -2.6% | -18.0% | -5.3% | 8.4% | 0.4%
CC(C)(CC(=O)O)CC(=O)N1CCCN(c2nc3ccc(Cl)cc3s2)CC1 | -21.9% | -7.1% | 7.6% | 8.9% | 2.1%
COc1cc(/C=N/N=C/c2cc(OC)c(O)c(OC)c2)cc(OC)c1O | 9.9% | -5.1% | -5.0% | -5.2% | 2.9%
COC(=O)c1nnn(CC(=O)NC(=O)Nc2cccc(C)c2C)c1C(=O)OC | 22.4% | -19.1% | -2.5% | 8.1% | 0.2%
Cc1cccc(C(=O)NC2CCCc3ccccc32)c1 (stereo unspecified) | . | 13.5% | 10.4% | -2.9% | .
CC(NC(=O)CN(c1cccc(C(F)(F)F)c1)S(C)(=O)=O)c1ccccc1 (stereo unspecified) | 0.1% | -2.7% | 2.7% | -4.2% | 1.9%
CN1CC[C@@]2(C)c3cc(O)ccc3N(C)[C@@H]12 | 2.0%&5.8% | . | . | . | 2.0%&0.2%
CCn1nnc(NC(=O)c2cccnc2Cl)n1 | 19.9% | -5.1% | -2.6% | -1.0% | 0.7%
Cc1ccccc1Nc1nccc(N(C)C)c1C#N | . | -14.7% | -3.7% | -0.8% | 0.4%
COc1ccc(/C=C(/NC(=O)c2ccccc2)C(=O)N/N=C/c2ccncc2)c(OC)c1 | 5.5% | -12.3% | 6.5% | 5.5% | 1.5%
CCOC(=O)CN1CCC(c2cc(-c3ccc(Cl)cc3)n[nH]2)CC1 | 23.0% | -6.6% | 0.2% | -5.8% | 1.6%
Cc1cnccc1CNC(=O)CC1C(=O)NCCN1CC(C)(C)C (stereo unspecified) | -12.7% | -6.0% | -7.4% | 3.9% | i
O=C(Nc1ccnn1C1CCN(C2CCCCC2)CC1)c1cccc(F)c1 | 14.8% | . | . | . | i
CCC(=O)Nc1ccc(NC(=O)CSc2nnnn2C2CCCC2)cc1C | 7.6% | . | . | . | 1.4%
Cc1cc(C(=O)CSc2nnnn2-c2ccccc2)c(C)n1CCc1ccccc1 | -10.1% | 41.2% | 0.7% | -1.2% | 5.0%
O=C(Nc1nccs1)c1cc2sccc2n1Cc1ccc(Cl)cc1 | 8.0% | . | -16.8% | -5.8% | i
COc1ccccc1N1CCN(S(=O)(=O)CCNC(=O)CC2CCCCC2)CC1 | -8.5% | -0.5% | -4.0% | 6.9% | 6.6%
Cc1ccc(-n2nc3c(=O)n(C(C)C(=O)NCc4ccco4)nc(C)c3c2C)cc1 (stereo unspecified) | 4.6% | -5.9% | -8.0% | 1.4% | i
CCC(=O)NC(c1ccccc1)c1c(OC(C)=O)ccc2ccccc12 (stereo unspecified) | 1.1% | 14.5% | 4.0% | 3.8% | 7.0%
